Source: PubChem
PglD inh = blocks C. jejuni PglD acetyltransferase activity; purified PglD enzyme, DTNB colorimetric CoA detection; AID 602405; actives 0.098% (n = 360,000); inhibition, % at 12.5 µM; in the data active = inhibition above about 16%, passing the limit was not always enough; inconclusive = no clear call, values can overlap the other calls; note: strong numbers were not always called active
C2C12 statin = protects C2C12 myotubes from simvastatin toxicity | ATP luminescence, 48 h; scaled: DMSO 0, geranylgeraniol control 100 | actives 0.78% (n = 330,000) | rescue of ATP level, % at 7.49 µM;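 active = mean ATP rescue above about 67%, or every replicate alone reaching that limit, limit read from the data, passing the limit was not always enough; inconclusive = no clear call, values can overlap the other calls; inactive = mean under the limit and some replicate under it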;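 note: myotubes were challenged with 10 µM simvastatin during compound exposure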
PAX8 inh HTS = PAX8 transcriptional activity inhibition. inhibition, % at 12.6 µM. actives 1.2% (n = 360,000). RMG-I TPO-luciferase reporter, SteadyGlo, 24 h;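 active = mean replicate inhibition at least 60% with every replicate also reaching 60%; inconclusive = only one of the two criteria is met; inactive = mean below 60% and not all replicates reaching 60%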;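 note: luciferase light reporting Pax8 driven TPO promoter activity; plate controls were median of neutral control wells for no effect and mitoxantrone controls for full effect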
ARNT-TACC3 inh = ARNT/TACC3 interaction disruption; Q9Y6A5; AlphaScreen His-ARNT PAS-B/GST-TACC3 binding, luminescence; TACC3 fragment carries E629A point mutation; AID 623870; actives 0.66% (n = 390,000); inhibition, % at 9.99 µM;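 active = mean inhibition of replicates at least 50% and at least half of replicates each reaching 50%; inconclusive = half or more replicates reach 50% but mean below 50%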;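 note: 0% = complete ARNT plus TACC3 wells and 100% = ARNT alone without TACC3; many hits fall short of the cut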
LGR2 inh = Drosophila LGR2 receptor signaling inhibition; inhibition, % at 9.99 µM; HEK293 LGR2, CRE-luciferase, bursicon-stimulated, 4 h; actives 0.35% (n = 380,000);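 active = drop in luminescence signal, shown as inhibition above about 50% in the replicate tests, limit read from the data, passing the limit was not always enough; inconclusive = probably only some replicates passing the limit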;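 note: agonist challenge used bursicon conditioned medium at about half maximal strength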
PGC1a acetyl inh = modulators of PGC1a acetylation | U2OS PGC1a acetylation, AlphaScreen anti-acetyl-lysine; with virally co-expressed GCN5 acetyltransferase | actives 0.17% (n = 350,000) | inhibition, % at 15.6 µM;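 active = every replicate shows inhibition of at least 40%; inconclusive = mean inhibition at least 40% but some replicate below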;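 note: 0% = neutral control wells and 100% = positive control wells; some results beyond the cut were filed as inactive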
Cneo AK release = Cryptococcus neoformans lysis via adenylate kinase release. actives 0.2% (n = 360,000). lysis activity, % at 15 µM. C. neoformans lysis, adenylate kinase release luminescence, 4 h; normalised: neutral wells 0, clomiphene wells 100;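 active = mean lysis activity across replicates of at least 80%, whatever share of replicates individually reach that level; inactive = mean lysis activity below 80%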
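Assay system: log-phase C. neoformans yeast / Quantity: yeast cell density of 5 × 10^6 cells/mL / Medium: fresh YPD growth medium / Compound: single dose / Timing: static 4 h at 37 °C with compound, 1 h detection / Measured by: adenylate kinase release luminescence / Read-out: lysis from increased AK signal / Benchmarks: Clomiphene as positive lysis control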
GSIS activator = GLuc luminescence reporter in INS-1E cells, primary screen for activators of glucose-dependent secretion of insulin; activation, % at 16.6 µM; actives 0.61% (n = 370,000); AID 743287; INS-1E GLuc reporter insulin secretion, 2-3 h;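 active = lowest replicate activation of at least 40%, so every replicate reaches that level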;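 note: 0% = median of neutral control wells and 100% = median of IBMX positive control wells; some compounds called inactive have numbers as strong as hits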
Numbers without * were called inactive; & = joins results of further samples.

`O=C(C[C@@H]1CC[C@H](NS(=O)(=O)c2ccc(F)cc2)[C@@H](CO)O1)N1CCC(Cc2ccccc2)CC1` gave PglD inh -2, C2C12 statin 10, PAX8 inh HTS 16, ARNT-TACC3 inh -6, LGR2 inh 0, PGC1a acetyl inh -1, Cneo AK release 59 and GSIS activator -25.
For CCN(CC(=O)Nc1ccc(N2CCOCC2)cc1)C(=O)c1ccc(C#N)cc1 the results were PAX8 inh HTS -11, ARNT-TACC3 inh -3, LGR2 inh 12 and GSIS activator 9.
Screening COc1ccc(NC(=O)CN2CCN(S(=O)(=O)c3ccc(C(C)C)cc3)CC2)cc1OC returned PglD inh -3, C2C12 statin 35, ARNT-TACC3 inh 3, LGR2 inh 2, PGC1a acetyl inh -20, Cneo AK release 130* and GSIS activator -2.
For CCN1CCN(C(=O)c2ccc(CSc3ccc(C)cc3)cc2)CC1 the results were PglD inh 1, C2C12 statin 11, ARNT-TACC3 inh 5, LGR2 inh -12, PGC1a acetyl inh -4, Cneo AK release -1 and GSIS activator -5.
`CC1=NC(C)(C)Cc2cc(C)c(C)cc21` gave PAX8 inh HTS 40, ARNT-TACC3 inh -1, LGR2 inh 19 and GSIS activator -22.
`Cc1cc([N+](=O)[O-])ccc1NC(=S)NC1CCCC1` gave PglD inh 19, PAX8 inh HTS -31, ARNT-TACC3 inh 6, LGR2 inh -1, Cneo AK release 1 and GSIS activator -5.
`C[C@H](CO)N1C[C@H](C)[C@@H](CN(C)C(=O)Nc2ccc3c(c2)OCO3)Oc2ccc(NC(=O)Nc3ccc(C(F)(F)F)cc3)cc2CC1=O` gave PAX8 inh HTS 10, LGR2 inh 10, PGC1a acetyl inh 0 and GSIS activator -28.
Cc1ccc(NC(=O)CN(C)C(=O)COC(=O)COc2cc(C)cc(C)c2)cc1 was read as PglD inh -4, C2C12 statin 6, PAX8 inh HTS 2, LGR2 inh -10, PGC1a acetyl inh 3, Cneo AK release 2 and GSIS activator -28.
`CCCNC(=O)C(Cc1ccccc1)NC(=O)c1ccc(C(C)(C)C)cc1` (configuration not stated) gave PglD inh 2, C2C12 statin -33, PAX8 inh HTS 8, ARNT-TACC3 inh 5, LGR2 inh -9, Cneo AK release -1 and GSIS activator 1.
For CCC1CN(C(=O)N2CCC(C(=O)NCCc3ccccc3OC)CC2)c2ccccc2O1 (configuration not stated) the results were PglD inh -5, C2C12 statin -7, PAX8 inh HTS 6, ARNT-TACC3 inh -1, LGR2 inh -11, PGC1a acetyl inh -11, Cneo AK release -1 and GSIS activator -30.
`O=C1COc2ccc(C(=O)COC(=O)COc3ccccc3[N+](=O)[O-])cc2N1` gave PglD inh 0, C2C12 statin 4, PAX8 inh HTS 16, ARNT-TACC3 inh -1, LGR2 inh 3, PGC1a acetyl inh 32, Cneo AK release -6 and GSIS activator -2.
For CCCCn1c(N)c(N(CCC(C)C)C(=O)c2oc3ccc(OCC)cc3c2C)c(=O)[nH]c1=O the results were C2C12 statin -12, PAX8 inh HTS 8, ARNT-TACC3 inh -2, LGR2 inh -4 and GSIS activator 6.
Cn1c(/C=C/c2cccc([N+](=O)[O-])c2)c([N+](=O)[O-])c(=O)n(C)c1=O was read as PglD inh 10, C2C12 statin 12, PAX8 inh HTS 50, ARNT-TACC3 inh 3, LGR2 inh inconclusive, PGC1a acetyl inh -32, Cneo AK release 1 and GSIS activator -17.
Screening C=CCc1ccccc1OCC(=O)N/N=C/c1ccc(OC(C)=O)cc1OC(C)=O returned PglD inh -5, PAX8 inh HTS 11, ARNT-TACC3 inh 10, LGR2 inh -16, PGC1a acetyl inh 9, Cneo AK release -1 and GSIS activator 8.
CCC/C(=N\NC(=O)C1CCCC1)c1ccccc1 was read as PglD inh 1, ARNT-TACC3 inh 0, LGR2 inh -4, PGC1a acetyl inh -1, Cneo AK release 0 and GSIS activator 6.
Screening CC(C)=CCC/C(C)=C/CC/C(C)=C/COc1ccc2ccc(=O)oc2c1 returned PglD inh 0, C2C12 statin -4, PAX8 inh HTS -3, ARNT-TACC3 inh -45, LGR2 inh 7, Cneo AK release 7 and GSIS activator 2.
For O=C(O)COc1ccc2oc3c(c2c1)CCCC3 the results were PglD inh 5, C2C12 statin 0, PAX8 inh HTS 24, ARNT-TACC3 inh 28, LGR2 inh 16, PGC1a acetyl inh 4, Cneo AK release 3 and GSIS activator 3.
For Cc1ccc(NC(=O)CCCCCN2C(=O)c3ccccc3C2=O)nc1 the results were PglD inh 10, C2C12 statin 4, PAX8 inh HTS 21, LGR2 inh 2, PGC1a acetyl inh -4, Cneo AK release 0 and GSIS activator -5.
C[C@H](CO)N1C[C@H](C)[C@@H](CN(C)S(=O)(=O)c2cn(C)cn2)Oc2ccc(NC(=O)NC3CCCCC3)cc2C1=O was read as PglD inh -4&8, C2C12 statin 23&5, PAX8 inh HTS -7, ARNT-TACC3 inh -1&26, LGR2 inh 4&-21, PGC1a acetyl inh 5&20, Cneo AK release 42&1 and GSIS activator -11&-5.
`CCn1c2ccccc2c2cc(NC(=O)COc3ccccc3)ccc21` gave PAX8 inh HTS 4, ARNT-TACC3 inh 31, LGR2 inh -3 and GSIS activator 7.
COc1ccccc1N1CCN(Cc2cnc3ccc(Cl)cn23)CC1 was read as PglD inh -3, C2C12 statin 2, PAX8 inh HTS -14, ARNT-TACC3 inh -7, LGR2 inh 0, PGC1a acetyl inh -1, Cneo AK release 2 and GSIS activator 5.
CCOC(=O)c1ccc(NC(=O)O[C@H]2[C@H](OC(=O)Nc3ccccc3)[C@@H](OC(=O)Nc3ccccc3)[C@@H](OC)O[C@@H]2CO)cc1 was read as PglD inh 6, PAX8 inh HTS 82*, ARNT-TACC3 inh 20 and Cneo AK release -4.
COc1ccc(S(=O)(=O)N(C)C[C@@H]2OCCCC[C@H](C)Oc3ccc(NC(=O)Nc4c(C)noc4C)cc3C(=O)N([C@@H](C)CO)C[C@H]2C)cc1 was read as PglD inh -2, C2C12 statin inconclusive, PAX8 inh HTS -5, ARNT-TACC3 inh -3, LGR2 inh -2, PGC1a acetyl inh 8, Cneo AK release 31 and GSIS activator 15.
`O=C(C1CCC1)N1CC[C@H]2[C@H](CO)Nc3ccc(-c4cccc(F)c4)cc3[C@H]21` gave PglD inh 0, C2C12 statin 14, PAX8 inh HTS 10, ARNT-TACC3 inh 12, LGR2 inh -3, PGC1a acetyl inh -26, Cneo AK release 0 and GSIS activator -11.
For C[C@H]1CCCCO[C@@H](CN(C)C)[C@@H](C)CN([C@@H](C)CO)C(=O)c2cc(NC(=O)CCC(F)(F)F)ccc2O1 the results were PglD inh -49, C2C12 statin -12, PAX8 inh HTS -9, ARNT-TACC3 inh -12, LGR2 inh 7, PGC1a acetyl inh 8, Cneo AK release 0 and GSIS activator 18.
`O=C(COC(=O)CNC(=O)c1ccccc1)Nc1nnc(-c2ccccc2)o1` gave PglD inh -1, C2C12 statin -8, PAX8 inh HTS 8, ARNT-TACC3 inh 36, LGR2 inh 12, PGC1a acetyl inh 3, Cneo AK release 1 and GSIS activator -2.
For Cc1ccc(S(=O)(=O)NCCC(=O)Nc2cccc(S(=O)(=O)N3CCCC3)c2)cc1C the results were PglD inh -2, C2C12 statin -3, PAX8 inh HTS 13, ARNT-TACC3 inh -3, LGR2 inh -3, PGC1a acetyl inh -9, Cneo AK release 1 and GSIS activator -8.
O=S(=O)(c1ccccc1)c1nc(-c2cccc(Cl)c2)oc1N1CCOCC1 was read as PglD inh -1, PAX8 inh HTS -4, ARNT-TACC3 inh 0, LGR2 inh 2, Cneo AK release 1 and GSIS activator 1.
For CCCc1nc2ccc(Cl)cn2c1Cc1ccsc1 the results were PglD inh -4, C2C12 statin -3, PAX8 inh HTS -22, LGR2 inh -10, PGC1a acetyl inh 10, Cneo AK release 2 and GSIS activator 3.
For CC(C)C#Cc1ccc2c(c1)O[C@H](CN(C)Cc1cncnc1)[C@@H](C)CN([C@@H](C)CO)S2(=O)=O the results were PglD inh -2, C2C12 statin -23, ARNT-TACC3 inh 26, LGR2 inh 3, PGC1a acetyl inh -6, Cneo AK release -1 and GSIS activator -15.
For O=c1[nH]c(NC2CCN(S(=O)(=O)c3ccccc3C(F)(F)F)CC2)nc2c1CCCC2 the results were PglD inh -5, C2C12 statin 10, PAX8 inh HTS 19, ARNT-TACC3 inh -3, LGR2 inh 10, Cneo AK release -3 and GSIS activator -20.
For Cc1cccc(NC(=S)NCc2ccc(F)cc2)c1 the results were PglD inh -1, C2C12 statin 2, PAX8 inh HTS -11, ARNT-TACC3 inh 0, LGR2 inh -9, PGC1a acetyl inh 2, Cneo AK release 15 and GSIS activator -12.
For C[C@@H]1CCCCO[C@H](CN(C)C(=O)c2ccncc2)[C@@H](C)CN([C@H](C)CO)C(=O)c2cc(NC(=O)c3ccncc3)ccc2O1 the results were PglD inh 9, PAX8 inh HTS -25, ARNT-TACC3 inh -4, LGR2 inh -3, PGC1a acetyl inh -1, Cneo AK release 3 and GSIS activator 14.
For Cn1c(NC(=O)CCC2CCCCC2)cc(=O)n(C)c1=O the results were PglD inh -4, PAX8 inh HTS -174, ARNT-TACC3 inh -1, LGR2 inh -60, PGC1a acetyl inh 2, Cneo AK release -1 and GSIS activator 23.
`COc1ccc(Cc2nnc(NC(=O)C3CC(=O)N(c4ccc(OC)cc4)C3)s2)cc1` (configuration not stated) gave PglD inh 6, C2C12 statin 8, PAX8 inh HTS 8, ARNT-TACC3 inh -2, LGR2 inh 0, Cneo AK release 15 and GSIS activator -4.
Screening COc1ccc(NC(=O)N(C)C[C@@H]2Oc3ncc(C#C[C@@H](C)O)cc3C(=O)N([C@H](C)CO)C[C@H]2C)cc1 returned PglD inh 0, C2C12 statin -2, ARNT-TACC3 inh 1, LGR2 inh 1, PGC1a acetyl inh 6, Cneo AK release -5 and GSIS activator 25.
Screening C[C@H]1CN([C@@H](C)CO)C(=O)c2cccc(NC(=O)C3CC3)c2O[C@@H]1CN(C)Cc1ccc(C(=O)Nc2ccccc2N)cc1 returned PglD inh -8, C2C12 statin -4, ARNT-TACC3 inh -3, LGR2 inh -16, PGC1a acetyl inh -4, Cneo AK release -1 and GSIS activator -4.
Screening O=C(N[C@H]1CC[C@@H](CCn2cc(Cc3ccccc3)nn2)O[C@H]1CO)c1cnccn1 returned PglD inh 1, C2C12 statin -2, PAX8 inh HTS -17, LGR2 inh -19, PGC1a acetyl inh 0, Cneo AK release 1 and GSIS activator 5.
`COC(=O)CCC(=O)NNC(=O)c1ccc(Br)cc1` gave PglD inh 3, C2C12 statin 101*, ARNT-TACC3 inh -4, PGC1a acetyl inh -5 and Cneo AK release 5.
For O=C(C(=O)N1CCCC1)c1c(-c2ccccc2)[nH]c2ccccc12 the results were PglD inh 3, C2C12 statin 25, PAX8 inh HTS 8, ARNT-TACC3 inh 3, LGR2 inh 0, Cneo AK release 0 and GSIS activator -5.
Screening CNC(=O)C1=C(C)NC(=S)NC1c1cccs1 (configuration not stated) returned PglD inh -1, C2C12 statin -14, PAX8 inh HTS 17, ARNT-TACC3 inh -1, Cneo AK release 1 and GSIS activator -2.

Nothing new here: an excerpt of the list.
For O=C(C(=O)N1CCCC1)c1c(-c2ccccc2)[nH]c2ccccc12 the results were PglD inh 3, C2C12 statin 25, PAX8 inh HTS 8, ARNT-TACC3 inh 3, LGR2 inh 0, Cneo AK release 0 and GSIS activator -5.
Screening CNC(=O)C1=C(C)NC(=S)NC1c1cccs1 (configuration not stated) returned PglD inh -1, C2C12 statin -14, PAX8 inh HTS 17, ARNT-TACC3 inh -1, Cneo AK release 1 and GSIS activator -2.
